Screens from PubChem BioAssay.
UTI89 phage lysis = inhibition of K1F phage lysis, E. coli UTI89, bacterial capsule biogenesis inhibitors, alamar blue (AID 488966) | E. coli UTI89 K1F phage lysis, alamar blue, 2 h; higher % means a stronger effect | inhibition, % at 100 µM; hits with a dose series show IC50 in µM | hit rate 0.02% among 340,000;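 active = phage lysis inhibition, versus mean bacterial control, above a set limit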;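 note: capsule biogenesis inhibitors block K1F phage lysis so surviving cells raise fluorescence; higher fluorescence means more inhibition of phage lysis; actives were called in the ten point dose series up to 300 µM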
The depositor's hits bear a star; i = inactive; [ ] = dose if it differs, or a comment. A portion of the library (hit frequency here may not be typical).

SMILES | UTI89 phage lysis
CC(C)Oc1ccc(C(=O)NCC(=O)N2CCN(S(=O)(=O)/C=C/c3ccccc3)CC2)cc1 | -0.2%[50 µM]
O=C(Nc1ccc2c(c1)OCCO2)C1CC(c2ccc(F)cc2)=NO1 (stereo not given) | 0.2%
CC(C)(CNS(=O)(=O)c1ccc2ccccc2c1)N1CCOCC1 | 0.1%[50 µM]
Cc1c([N+](=O)[O-])cnc(Sc2ccccc2)c1[N+](=O)[O-] | -0.5%
O=C(CN1c2ccccc2S(=O)(=O)c2ccccc21)NCc1ccccc1 | 0.7%
COc1ccc(S(=O)(=O)N2CCCC2CNC(=O)C(=O)NCc2ccc3c(c2)OCO3)cc1 (stereo not given) | 0.6%[50 µM]
Cc1ccc(C2CC(c3cccs3)=NN2C(=O)CSc2nc(=O)n3cc(C)ccc3n2)cc1 (stereo not given) | 0.0%[50 µM]
CSCCC(NC(=O)c1ccco1)C(=O)Nc1ccc(C)cn1 (stereo not given) | 1.6%[50 µM]
CCN1CCN(CCNC(=O)c2ccc3c(c2)N(Cc2cccc(Cl)c2)C(=O)c2ccccc2S3=O)CC1 (stereo not given) | 0.0%
Clc1ccc(CN2CCSCC2)c(Cl)c1 | 0.1%
CC(C)c1ccc(NC(=O)Cn2c(=O)oc3ccccc32)cc1 | 0.1%
CCCC(=O)N(Cc1cc(=O)[nH]c2ccccc12)c1ccccc1C | -0.6%[50 µM]
C[n+]1ccccc1/C=C/c1c(F)cccc1F | 0.6%
CCc1cc(=O)oc2cc(OC3CCCCC3=O)ccc12 (stereo not given) | 0.1%
Nc1ccccc1SCC(O)Cn1ccc2ccccc21 (stereo not given) | 1.1%
Cc1ccc(-c2nc(S(=O)(=O)c3ccc(C)cc3)c(N3CCOCC3)o2)cc1 | -0.4%
O=C(CCc1nnc(Cc2cccc(C(F)(F)F)c2)o1)NCCc1ccccc1F | 0.2%
CSc1ccccc1NC(=O)C(C)N(C)CC(=O)N1CCN(Cc2ccccc2)CC1 (stereo not given) | 0.3%[50 µM]
COc1ccc(S(=O)(=O)N2CCC(C(=O)N[C@@H](C)C(=O)NCc3ccccc3OC)CC2)cc1 | 0.2%
CCCN(CC(=O)Nc1ccccc1C)C(=O)c1ccc(S(=O)(=O)N2CCCCC2)cc1 | -0.3%
CC(C)(C)c1ccccc1NC(=O)N1CCNC(=O)C1CC(=O)Nc1ccc(F)cc1 (stereo not given) | 0.0%
CC1CCCC(NC(=O)CSc2cccc[n+]2[O-])C1C (stereo not given) | 0.0%[50 µM]
CCOc1ccc(S(=O)(=O)Nc2ccc3c(c2)OCO3)cc1 | 0.2%
O=C1c2ccccc2C(=O)N1CCCn1c2ccc(Cl)cc2c2nc3ccccc3nc21 | 0.5%
CC(/C=C/c1ccc(O)cc1)=NNc1ccccc1 | -1.5%

A different layout for some results above.
compound	UTI89 phage lysis
CSCCC(NC(=O)c1ccco1)C(=O)Nc1ccc(C)cn1 (stereo not given)	1.6%[50 µM]
CCN1CCN(CCNC(=O)c2ccc3c(c2)N(Cc2cccc(Cl)c2)C(=O)c2ccccc2S3=O)CC1 (stereo not given)	0.0%
Clc1ccc(CN2CCSCC2)c(Cl)c1	0.1%
CC(C)c1ccc(NC(=O)Cn2c(=O)oc3ccccc32)cc1	0.1%
CCCC(=O)N(Cc1cc(=O)[nH]c2ccccc12)c1ccccc1C	-0.6%[50 µM]

Following part.
SMILES | UTI89 phage lysis
Cc1ccc(N2CCN(C(=O)c3cccs3)CC2)c(C)c1 | 0.6%
CC1=C(C(=O)OCc2ccccc2)C(c2ccc3c(c2)OCO3)NC(=O)N1CCCC(=O)O (stereo not given) | 0.7%
COC(=O)C1CCN(C(=O)c2ccc3nc(-c4cccc(OC)c4)oc3c2)CC1 | 0.4%[50 µM]
COCC(C)NC(=O)CSc1nc2ccccc2c(=O)n1CCc1ccc(S(N)(=O)=O)cc1 (stereo not given) | -0.2%[50 µM]
CC[C@]12c3[nH]c4ccc(OC)cc4c3CCN1C(=O)C(CC(=O)NCCCOC)C[C@@H]2C(=O)N1CCN(C(=O)c2ccco2)CC1 (stereo not given in full) | 0.2%
Cc1ccc(CCNC(=O)C(C)n2nc(C)c3c(C)n(-c4ccccc4)nc3c2=O)cc1 (stereo not given) | 0.0%
Nc1ccc(C(=O)N/N=C/c2cccc(Oc3ccccc3)c2)cc1 | 0.8%
COc1ccccc1NC(=O)c1sc2ncn(CC(=O)Nc3ccccc3)c(=O)c2c1C | 0.3%
CCCCN(C(=O)c1cc(-c2ccc(F)cc2)nc2ccccc12)c1c(N)n(CCCC)c(=O)[nH]c1=O | 0.7%[50 µM]
COC1C(O)C(O)C(O)C(O)C1O (stereo not given) | 0.1%
Cc1ccc(C(=O)OCC(=O)NC2CC2)s1 | 1.0%
C[C@H](NC(=O)c1ccco1)C(=O)N1CCCC1 | -0.1%
Cc1nn(C)c(NC(=O)c2ccccc2Cl)c1Br | 0.1%
O=C(Nc1cc(-c2ccccc2)nn1-c1ccccc1)c1ccccc1F | -0.6%
CC(C)CN1C(=O)c2ccc(C(=O)Nc3ccccc3C(=O)O)cc2C1=O | 0.1%
CCC(=O)Nc1nnc(S(=O)(=O)N2c3ccccc3CC2C)s1 (stereo not given) | -0.4%
COc1ccc(-c2noc(N3CCC(C(=O)Nc4ccccc4OC)CC3)n2)cc1 | 0.2%
O=C(CCS(=O)(=O)c1ccc(Cl)cc1)Nc1nc(-c2ccncc2)cs1 | 0.0%
COc1ccccc1NC(=O)NNC(=O)c1ccc2ccccc2c1O | 0.1%
O=C1NC(=S)S/C1=C/c1ccc(OC(=O)c2ccco2)cc1 | -0.9%
O=C(CN1C(=O)c2ccccc2S1(=O)=O)c1ccc(F)c(F)c1 | 0.0%
Cc1ccc(C(=O)CCC(=O)OCC(=O)Nc2ccc3[nH]c(=O)[nH]c3c2)cc1 | 0.9%[50 µM]
COc1cc(C(=O)OCc2ccccc2C#N)ccc1OCC(=O)N1CCOCC1 | 0.5%
CCN(CC)S(=O)(=O)c1ccc(OC)c(NC(=O)CCc2c(C)noc2C)c1 | 0.9%[50 µM]
CCc1ccc(OC(C)C(=O)Nc2ccc(S(=O)(=O)Nc3nccs3)cc2)cc1 (stereo not given) | -2.0%

An excerpt from above in order of count of non-hydrogen atoms, smallest number first.
SMILES | UTI89 phage lysis
Cc1nn(C)c(NC(=O)c2ccccc2Cl)c1Br | 0.1%
O=C(CCS(=O)(=O)c1ccc(Cl)cc1)Nc1nc(-c2ccncc2)cs1 | 0.0%
CC(C)CN1C(=O)c2ccc(C(=O)Nc3ccccc3C(=O)O)cc2C1=O | 0.1%

(more compounds)
SMILES | UTI89 phage lysis
CC(=O)C[C@H](O)CC(=O)[C@H]1OC(=O)CCCCCc2ccccc21 | 0.3%
CC1CCCCC12NC(=O)N(CC(=O)OCC(=O)N(C)C1CCCCC1)C2=O (stereo not given) | 0.9%[50 µM]
Cc1cc(OCC(=O)OCC(=O)c2ccc[nH]2)ccc1Cl | 1.0%[50 µM]
O=C1COc2ccc(C(=O)COC(=O)c3nc(Cl)ccc3Cl)cc2N1 | -0.7%[50 µM]
COc1ccc(S(=O)(=O)N2CCCC2)cc1C(=O)N1CCCCC1 | 1.7%[50 µM]
CC(C)NC(=O)c1cc(-c2cccs2)nc2ccccc12 | 0.0%
CCOc1ccc(N2CC(C(=O)NCCc3ccc(S(N)(=O)=O)cc3)CC2=O)cc1 (stereo not given) | 0.5%
CCCCNCCS(=O)(=O)NCc1ccc(OC)cc1 | -0.1%
Cc1ccc2cc(C#N)c(N3CCCN(C(=S)NCCCN(C)C)CC3)nc2c1 | 1.4%
Cc1cccc(C)c1NC(=O)COC(=O)c1c(C)nn(-c2ccccc2)c1C | 0.0%[50 µM]
O=C(NCCc1ccc(F)cc1)C(=O)NCC1CCCN1S(=O)(=O)c1ccccc1 (stereo not given) | 0.2%[50 µM]
CNC(=O)c1cn2c3c(ccc(Cl)c3c1=O)OC(C)C2 (stereo not given) | 0.1%
COc1cccc2c1C(=O)c1c(O)c3c(c(O)c1C2=O)C[C@](O)(C(C)=O)C[C@H]3O[C@@H]1C[C@@H](N)[C@@H](O)[C@@H](C)O1 | i
O=C(COc1ccccc1Cl)NCCNC(=O)c1ccco1 | -0.1%
Cc1cccc(Cc2nc3ccccc3[nH]2)c1 | 1.7%
O=C1/C(=C/c2cccs2)SC(=S)N1CCC(=O)N1CCCCC1CCO (stereo not given) | 0.1%
CC(C)Cc1ccc(S(=O)(=O)N2CCN(c3ccccn3)CC2)cc1 | -0.1%
CC(=O)c1ccc(COC(=O)Cc2ccc([N+](=O)[O-])cc2)cc1 | 0.3%
CS(=O)(=O)N1CCN(c2ccccc2NC(=O)c2cc3ccccc3o2)CC1 | 0.7%
O=C1C=CC(=O)N1c1ccc2c(c1)Cc1cc(F)ccc1-2 | -0.9%
C[C@H](CO)N1C[C@H](C)[C@@H](CN(C)S(=O)(=O)c2ccccc2)Oc2c(NC(=O)c3ccncc3)cccc2C1=O | 0.2%
CNS(=O)(=O)c1cn(CC(=O)NCc2ccc(F)cc2)cc1S(=O)(=O)NC | 0.1%
CCOc1cc(N2CCOCC2)c(OCC)cc1NC(=O)COC(=O)c1ccc(OC)c([N+](=O)[O-])c1 | 0.3%[50 µM]
CC(C)(C)C(=O)N1CCN(C(c2ccccc2)c2ccccc2)CC1 | 0.1%
O=C(c1ccc2c(c1)OCO2)C1CCCN(Cc2ccccc2OC(F)F)C1 (stereo not given) | 0.4%[50 µM]

More results follow.
SMILES | UTI89 phage lysis
CN(C(=O)CN1CCN(c2cnn(-c3ccccc3)c(=O)c2Cl)CC1)C1CCS(=O)(=O)C1 (stereo not given) | 0.5%[50 µM]
COc1cc(C(c2c(C)[nH][nH]c2=O)c2c(C)[nH][nH]c2=O)cc(Cl)c1O | -1.1%
CCCn1c2ccccc2c2cn[nH]c(=O)c21 | -0.1%
Cc1ccc(C)c(C(=O)c2ccccc2NC(=O)c2ccccn2)c1 | 0.1%
COc1ccc(OC)c(NC(=O)CSc2ccc(-c3cccnc3)nn2)c1 | 0.7%[50 µM]
O=C(CCC(=O)N1CCSc2ccccc21)NCc1cccc(Br)c1 | 5.1%
CC(C)c1ccc(CNC(=O)C2CCCN2S(=O)(=O)c2ccccc2)cc1 (stereo not given) | 0.4%
Cc1ccc(-c2cc(C(=O)NC3CCN(Cc4ccccc4)CC3)c3ccccc3n2)cc1 | -1.4%
O=C(C1CCCN1S(=O)(=O)c1ccc(Cl)cc1)N1CCCCC1 (stereo not given) | 0.1%
O=C(c1cc(COc2ccc(F)c(F)c2)on1)N1CCN(C/C=C/c2ccccc2)CC1 | -2.0%
CC(OC(=O)CCCN=C1NS(=O)(=O)c2ccccc21)C(=O)Nc1ccccc1[N+](=O)[O-] (stereo not given) | 0.7%[50 µM]
COc1ccc(-c2noc3c2-c2nc(-c4c(F)cccc4F)sc2CC3)cc1 | 0.6%
O=C(NCC1CCCO1)c1c(O)nc2sccn2c1=O (stereo not given) | 2.0%[50 µM]
O=C(c1cc(COc2ccccc2)on1)N1CCCC(OCc2cccnc2)C1 (stereo not given) | 0.2%
Cc1nsc2nc3c(F)c(F)c(F)c(F)c3cc12 | -1.6%
Cc1ccc(S(=O)(=O)N2CCC(C(=O)Nc3ccncc3)CC2)cc1 | 0.8%[50 µM]
CC1CCC(NC(=O)CC(NC(N)=O)c2ccccc2Cl)CC1 (stereo not given) | -0.1%
COC(=O)N1C(=O)[C@](c2ccccc2)(C2CCCC2)N1C(=O)OC | -0.5%
CC(C)(C)NC(=O)C[C@H]1C[C@H](C(=O)N2CCCCC2)[C@@]2(CCc3ccccc3)c3[nH]c4ccc(Cl)cc4c3CCN2C1=O | 0.3%
Cc1cccnc1NC(=O)CN1C(=O)c2ccccc2S1(=O)=O | 1.5%[50 µM]
COc1ccc(S(=O)(=O)N(C)c2ccc(C(=O)Nc3c(C)n(C)n(-c4ccccc4)c3=O)cc2)cc1 | -0.2%
Cc1ccc(Cn2nnc3c(=O)[nH]c(C4CCN(S(=O)(=O)c5ccccc5F)CC4)nc32)cc1 | -0.2%
COC(=O)CCC(=O)OC1(C)C(=O)C2=CN(c3ccc(OC)cc3)C(c3ccc(OC)cc3)=CC2=C(Br)C1=O (stereo not given) | 0.2%
CCN(Cc1ccc(Cl)s1)C(=O)c1cccc(OCc2c(C)noc2C)c1 | -0.2%[50 µM]
CN(Cc1ccccc1)C(=O)c1cn(C)c2ccc(S(=O)(=O)N3CCCC3)cc2c1=O | 0.3%

Next section:
SMILES | UTI89 phage lysis
O=C(c1ccc(Cl)cc1Cl)N1CCOCC1 | -3.2%
O=c1[nH]c(C2CCN(S(=O)(=O)c3ccc(C(F)(F)F)cc3)CC2)nc2c1nnn2Cc1ccc(F)cc1 | -0.1%
CC(C)(C)[C@H]1COC(=O)CC/C=C\C[C@@H](CC(=O)N[C@H](CO)Cc2ccccc2)C(=O)N1 | -0.6%
Nc1ccc(CCc2ccccn2)cc1 | 4.0%
O=C(Nc1cccc(S(=O)(=O)Nc2ccc(Cl)cc2)c1)c1ccccn1 | -1.4%[50 µM]
O=C(Nc1ccc2c(c1)OCO2)c1ccc(Cl)cc1Cl | 0.4%
CCOc1ccccc1/C=N/n1c(C)nc2ccccc2c1=O | 0.0%
CN(C)c1ccc(C(=O)OCC#CCSc2nnc(-c3cccc4ccccc34)o2)cc1 | -3.4%
CC1CCCN(C(=O)c2ccc([N+](=O)[O-])o2)C1 (stereo not given) | -1.2%[50 µM]

Reprinted at random: three entries already listed.
SMILES | UTI89 phage lysis
CC(C)NC(=O)c1cc(-c2cccs2)nc2ccccc12 | 0.0%
CC(OC(=O)CCCN=C1NS(=O)(=O)c2ccccc21)C(=O)Nc1ccccc1[N+](=O)[O-] (stereo not given) | 0.7%[50 µM]
O=C(c1cc(COc2ccc(F)c(F)c2)on1)N1CCN(C/C=C/c2ccccc2)CC1 | -2.0%

Three of these compounds in a different format.
mol,UTI89 phage lysis
O=C(c1ccc(Cl)cc1Cl)N1CCOCC1,-3.2%
CN(C)c1ccc(C(=O)OCC#CCSc2nnc(-c3cccc4ccccc34)o2)cc1,-3.4%
Nc1ccc(CCc2ccccn2)cc1,4.0%
